# Screens deposited in PubChem BioAssay by National Center for Advancing Translational Sciences (NCATS).
# Sm TGR block – S. mansoni TGR enzyme inhibition; Potency, µM (series often up to 114 µM), for inactives: at the highest dose activity change, negative = inhibition, hits mostly inhibitors; Q962Y6; 360,000 compounds, 3% hits; purified TGR, DTNB reduction, TNB absorbance 405 nm; also: potency is read from the fitted curve at half-maximal effect; nearly all actives have a fitted effect of over 60% in size
#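 First, TGR (20 nM dispensed) and NADPH were mixed with compound. Second, a 15 min room-temperature incubation followed. Third, further NADPH and then DTNB were added to start the reaction. Finally, TNB absorbance was monitored kinetically.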
# Tb PYK inh – inhibitors of Trypanosoma brucei pyruvate kinase; Potency, µM (top dose mostly 76.8 µM), inactives show at the top dose activity, negative = inhibition, actives largely listed as inhibitors; 410,000 compounds, 0.12% hits; AID 624173; Q57TT1; TbPYK enzyme, Kinase-Glo Plus ATP luminescence, 45 min; also: potency is read from the fitted curve at half-maximal effect; nearly all actives have a fitted effect of over 50% in size
#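 Quantitative HTS: titrated library compounds versus trypanosomal pyruvate kinase in TEA buffer (pH 7.2) containing KCl, MgCl2, BSA and Tween-20. Reactions were initiated with ADP, 130 uM final. Kinase-Glo Plus luminescence was read after 45 min at RT.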
# AmpC inh no detg – blocks E. coli AmpC beta-lactamase in detergent-free assay; AmpC nitrocefin hydrolysis, absorbance 480 nm, 0.0001% Triton; Potency, µM (series often up to 57.1 µM), inactives show top-dose activity change, negative = inhibition, hits mostly inhibitors; AID 485341; 330,000 compounds, 0.52% hits; P00811;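 also: potency is read from the fitted curve at half-maximal effect; plate controls were no compound for no effect and no enzyme for full effect; nearly all actives have a fitted effect of over 20% in size; some results filed as inactive show a strong effect at the top dose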
# Target sequence (P00811 whole entry, looked up): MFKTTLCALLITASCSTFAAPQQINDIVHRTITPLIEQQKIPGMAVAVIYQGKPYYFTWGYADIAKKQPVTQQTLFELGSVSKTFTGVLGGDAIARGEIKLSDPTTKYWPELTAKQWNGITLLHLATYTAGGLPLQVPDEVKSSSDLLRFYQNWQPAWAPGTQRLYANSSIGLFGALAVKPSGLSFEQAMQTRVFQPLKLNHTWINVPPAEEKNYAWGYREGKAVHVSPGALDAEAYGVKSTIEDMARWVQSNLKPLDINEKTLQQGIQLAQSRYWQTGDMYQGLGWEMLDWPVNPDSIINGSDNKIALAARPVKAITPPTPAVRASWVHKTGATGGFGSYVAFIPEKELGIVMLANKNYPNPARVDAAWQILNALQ
#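 AmpC (5.3 nM in the dispensed reagent) in 20 mM phosphate pH 7.0 with 0.01% (detergent screen) or 0.0001% Triton X-100 was preincubated with compounds for 15 min at room temperature. Nitrocefin was then added from an 800 uM solution, and hydrolysis was followed at 480 nm.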
# HCMV antiviral – human cytomegalovirus inhibition; HFF cells, HCMV-luciferase reporter, 72 h; hits give low values; activity change, negative = inhibition, % at 57.5 µM; 410,000 compounds, 4.5% hits; AID 1259415; in the data active = activity change below about -60%; inconclusive = no clear call, values can overlap the other calls; inactive = above about -39%
#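 Cell-based, HFFs, 1000 cells/well, 16 h 37C; cpds in DMSO + HCMV-luc, MOI 1 PFU/cell; 72 h 37C; OneGlo luminescence after 5 min RT; norm. to buffer vs Salinomycin 10uM.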
# LmPK inh – inhibitors of Leishmania mexicana pyruvate kinase. Q27686. purified LmPK, Kinase-Glo ATP luminescence, 1 h. Potency, µM (highest dose often 57.5 µM), for inactives: at the top dose activity change, negative = inhibition, usual class: inhibitors. 290,000 compounds, 0.37% hits. AID 1721; also: potency is read from the fitted curve at half-maximal effect
# Target sequence (Q27686 whole entry, looked up): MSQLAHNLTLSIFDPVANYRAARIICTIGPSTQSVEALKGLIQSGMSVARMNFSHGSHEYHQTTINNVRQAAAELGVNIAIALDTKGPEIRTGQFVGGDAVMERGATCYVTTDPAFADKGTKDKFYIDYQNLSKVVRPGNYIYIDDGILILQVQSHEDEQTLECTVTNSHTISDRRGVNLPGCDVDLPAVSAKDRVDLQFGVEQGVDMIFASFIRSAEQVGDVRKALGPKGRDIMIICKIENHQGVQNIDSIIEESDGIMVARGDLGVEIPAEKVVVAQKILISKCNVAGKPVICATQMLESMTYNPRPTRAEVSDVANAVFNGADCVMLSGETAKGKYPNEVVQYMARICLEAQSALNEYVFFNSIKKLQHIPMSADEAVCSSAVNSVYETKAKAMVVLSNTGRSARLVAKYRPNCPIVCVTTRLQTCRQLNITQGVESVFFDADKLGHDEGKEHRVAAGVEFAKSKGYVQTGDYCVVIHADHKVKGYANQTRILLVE
#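 qHTS format; LmPK 0.1 nM; substrates PEP 0.5 mM and ADP 0.1 mM. One-hour room-temperature incubation, then coupled luciferase luminescence; 0.5 nM enzyme wells mark activation.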
# AmpC detergent – blocks E. coli AmpC beta-lactamase in detergent assay; P00811; AmpC hydrolysis of nitrocefin, absorbance 480 nm, 0.01% Triton; Potency, µM (doses to about 114 µM), inactives show top-dose activity change, negative = inhibition, most hits filed as inhibitors; 370,000 compounds, 0.041% hits;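 also: potency is read from the fitted curve at half-maximal effect; 0% = no-compound wells and -100% = no-enzyme wells; nearly all actives have a fitted effect of over 25% in size; some results filed as inactive show a strong effect at the top dose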
#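 20 mM phosphate pH 7.0 + 0.01% (detergent screen) or 0.0001% Triton X-100; 5.3 nM AmpC reagent; cpd preinc 15 min RT; nitrocefin (800 uM stock) to start; A480 q20 s × 4 min; Activity was normalised to no-enzyme and no-compound control wells.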
# AMA1-RON2 inh – AMA1-RON2 (P. falciparum) interaction inhibition. 360,000 compounds, 0.2% hits. Potency, µM (titrated, usually from 58.2 µM), for the others: top-dose activity change, negative = inhibition, most hits filed as inhibitors. AlphaScreen AMA1-biotinylated RON2 peptide binding;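 also: potency is read from the fitted curve at half-maximal effect; 0% = vehicle wells and -100% = peptide control; nearly all actives have a fitted effect of over 45% in size; some results filed as inactive show a strong effect at the top dose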
#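 AMA1 (3D7) with his tag at 25 nM final met compounds first, then biotinylated RON2 peptide at 25 nM; detection used donor plus acceptor beads, 10 µg/mL apiece, read by AlphaScreen after 30 min at room temperature.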
# Numbers without * were called inactive; ? = inconclusive; . = no result given; & = joins results of further samples; [ ] = dose if it differs, or a comment. Unless noted, calls follow the shape of the dose curve; as a rule, active = well fitted curve in the direction sought with a large enough effect; inconclusive = small, poorly fitted or top-dose-only effect, or another doubt; inactive = no such curve, though single readings can be large; an effect the other way counts as inactive or inconclusive. Unless noted, % is scaled to controls: 0 for no effect and ±100 for the full control effect.
SMILES,Sm TGR block,Tb PYK inh,AmpC inh no detg,HCMV antiviral,LmPK inh,AmpC detergent,AMA1-RON2 inh
CC(C)CC1C(C#N)=C(N)OC2=C1C(=O)CC(c1ccccc1)C2 (stereo not given),0%,-1%,28µM*,0,-1%,?,7%
CCN(CC(=O)Nc1sc2c(c1C#N)CCCC2)CC(=O)NC1CCS(=O)(=O)C1 (stereo not given),-3%,-2%,104%[activator],-31,-3%,1%,15%
CCN(C(=O)COC(=O)CSc1ccc(C)c(C)c1)C1CCS(=O)(=O)C1 (stereo not given),-20%,2%,-5%,-36,-4%,-6%,-3%
Cc1cc(C)c(NS(=O)(=O)c2ccc3c(c2)NC(=O)CC(=O)N3)c(C)c1,3%,0%,-50%,?,3%,-8%,11%[11.6 µM]
Cc1ccc(C(=O)NNC(=O)c2csc(N3CCOCC3)n2)s1,3%,-3%,-14%,-15,.,?,52%[activator]
O=C(/C=C\c1ccco1)Nc1nc(-c2ccccc2)cs1,?,2%,-16%,-10,2%,3%,-11%
O=C1c2cccc3c(Nc4ccccc4Cl)c([N+](=O)[O-])cc(c23)C(=O)N1CCO,-25%,1%,98%[activator],-39,1%,-4%,?
O=C(Cc1cccc2ccccc12)NNC(=O)c1cccs1,4%,-6%,-10%,-13,-1%,-15%,116%[activator]
COc1cc2c(-c3ccc4cc[nH]c4c3)c(-c3ccc(C#N)cc3)oc(=O)c2cc1OC,0%,-9%,-25%,-30,.,10%,2%
O=[N+]([O-])/C=C1/CCCCCN1,5%,6%,0%,-18,-6%,3%,-5%
OCCNc1c2c(nc3ccccc13)CCCC2,-27%,-1%,-16%,13,2%,-8%,0%
COc1ccc(CNC(=O)CN(C(=O)c2snc(C(N)=O)c2N)c2ccccc2F)cc1,-2%,-1%,-47%,-26,-2%,?,5%
COC(=O)c1ccc(NC(=O)c2ccc(N(C)S(C)(=O)=O)cc2)cc1,-2%,14%,-15%,-30,6%,2%,2%
COC(=O)/C=C(\C)N=Nc1c(O)[nH]c2ccccc12,7%,0%,129%[activator],28,1%,6%,0%
CCc1ccc(N2CC(C)Cn3c2nc2c3c(=O)n(CC(=O)O)c(=O)n2C)cc1 (stereo not given),-2%,2%,.,10,.,-1%,.
Cc1ccc(CN2CCN(CC(=O)NCc3ccccc3Cl)C2=O)cc1,1%,2%,.,2,.,0%,.
Cc1cccc(Cn2cc(C=O)c3ccccc32)c1,16%,-1%,-5%,-16,-6%,14%,-11%
O=[N+]([O-])c1ccc(CNCCc2ccccc2)cc1,-20%,7%,-13%,3,-2%,-12%,?
Cc1cc(Nc2ccc(C)c(Br)c2)n2nc(C)nc2n1,0%,-5%,1%,2,3%,?,17%
CCOC(=O)c1ccc(NC(=O)C2CCN(S(=O)(=O)Cc3ccccc3)CC2)cc1,22%,-5%,.,19,.,5%,.
COc1ccc(-c2cc(CCCC(=O)N3CCN(c4ccc(OC)cc4)CC3)no2)cc1,6%,2%,13%,-22,0%,-14%,-13%
COc1cccc(CNC(=O)CCC2CCCN(C(=O)c3cc(C4CC4)[nH]n3)C2)c1 (stereo not given),16%,-2%,15%,10,3%,-1%,0%
Nc1nc2nc(-c3ccc(F)cc3)cc(C(F)(F)F)n2n1,1%,4%,-14%,-14,0%,4%,?
CCCC(C)c1nnc(NC(=O)COc2ccc3c(c2)OCO3)s1 (stereo not given),9%,-8%,-16%,-34,-4%,-1%,?
Cc1ccc(NC(=O)CN(C)C(=O)CSc2ccccc2F)cc1,.,-7%,-22%,20,.,.,-15%

# Full records from above. Order of values: Sm TGR block	Tb PYK inh	AmpC inh no detg	HCMV antiviral	LmPK inh	AmpC detergent	AMA1-RON2 inh
# `CCN(CC(=O)Nc1sc2c(c1C#N)CCCC2)CC(=O)NC1CCS(=O)(=O)C1` (stereo not given) is entered as -3%	-2%	104%[activator]	-31	-3%	1%	15%
# `CCc1ccc(N2CC(C)Cn3c2nc2c3c(=O)n(CC(=O)O)c(=O)n2C)cc1` (stereo not given) is entered as -2%	2%	.	10	.	-1%	.
# `COC(=O)c1ccc(NC(=O)c2ccc(N(C)S(C)(=O)=O)cc2)cc1` is entered as -2%	14%	-15%	-30	6%	2%	2%

# (more compounds)
SMILES,Sm TGR block,Tb PYK inh,AmpC inh no detg,HCMV antiviral,LmPK inh,AmpC detergent,AMA1-RON2 inh
COc1ccc(-n2c(SCC(=O)NNC(=O)c3ccccc3C)nnc2-c2ccncc2)cc1,-18%,-5%,-1%,-19,1%,-5%,53%[activator]
CCOC(=O)C1(C#N)Cc2ccccc2C1,.,7%,.,11,.,.,28%
COc1cccc(CNCC(=O)Nc2ccc(N3CCOCC3)cc2)c1,.,1%,-2%,-23,1%,4%,-21%
CCOC(=O)c1c(NC(C)=O)c2c3c(sc2n1Cc1nc(-c2cccc(C)c2)oc1C)CCCC3,0%,1%,.,-20,.,17%,.
O=C1c2ccccc2C(=O)N1c1ccccc1,.,0%,.,6,.,.,14%
CCCCNC(=O)CCC(=O)NNc1nc2ccccc2c2nc(C)nn12,5%&-2%,-2%&-2%,12%,-4&-17,4%,22%&3%,5%
CC(NC(=O)Cc1ccccc1F)c1ccc(F)cc1 (stereo not given),-5%,-3%,-13%,?,1%,1%,16%
C=CCOc1ccc(CNc2nccs2)cc1OC,-2%,-7%,-25%,13,0%,-4%,-5%
CCS(=O)c1ccccc1C(=O)OCC(=O)Nc1ccc2ccccc2c1 (stereo not given),.,1%,-13%,38,.,.,4%
O=C(N[C@@H](Cc1ccccc1)C(=O)NCc1ccc(F)cc1)C1CCNCC1,5%,2%,-7%,-9,2%,-12%,-1%
Cc1ccc(-c2nc(Nc3ccccc3)n[nH]2)cc1,1%,2%,-28%,158,0%,-12%,-21%
COc1ccc(-n2c(-c3ccccc3)nc(=S)c3c2CCCC3)cc1,-13%,-8%,-13%,28,-3%,3%,0%
COc1cccc(CNc2sc3c(c2C(=O)Nc2ccc(OC)cc2OC)CCC3)c1,?,?,.,-7,.,3%,.
O=C(Nn1cnnc1)C(c1ccccc1)c1ccccc1,15%,2%,-25%,20,0%,2%,3%
O=C(C1CC(=O)N(c2ccc(F)cc2)C1)N1CCCCCC1 (stereo not given),-17%,4%,-5%,2,-1%,1%,1%
CC1(C(=O)NS(=O)(=O)c2ccc(F)cc2F)CCN1C(=O)Cc1ccc(-c2ccccc2)cc1 (stereo not given),.,0%,.,37,.,.,3%
COCCSc1nnc(NC(=O)c2ccc(OC)c([N+](=O)[O-])c2)s1,0%,-4%,-17%,5,-2%,-6%,-3%
Cc1ccc(NC(=O)C(C)SCc2ccccc2)cc1 (stereo not given),-3%,-7%,-25%,33,5%,1%,-5%
CC1CCCC(NC(=O)COC(=O)c2ccc(Br)o2)C1C (stereo not given),.,-2%,-12%,84,.,.,0%
CSCCC(NS(=O)(=O)c1ccc(Cl)cc1)C(=O)OCc1cccc(Cl)c1 (stereo not given),-7%,6%,-16%,-22,2%,0%,10%
CCC(OC(=O)c1cccs1)C(=O)NCc1ccco1 (stereo not given),56µM*,-1%,-5%,41,-1%,-2%,-14%
O=C(CN1C(=O)c2cccc3cccc1c23)Nc1ccccc1C(=O)NCc1ccco1,.,-2%,.,-61*,.,.,-1%
CCOC(=O)CNC(=O)OC1CCN2Cc3ccccc3N=C12 (stereo not given),0%,-4%,-6%,26,-7%,3%,8%
O=C(CCC(=O)NCCO)NCCO,-7%,1%,-23%,5,1%,-14%,13%
CC(C)COc1cccc(C(=O)Nc2cc(S(=O)(=O)N3CCOCC3)ccc2N2CCCC2)c1,.,4%,.,13,.,.,-4%[11.6 µM]
SMILES,Sm TGR block,Tb PYK inh,AmpC inh no detg,HCMV antiviral,LmPK inh,AmpC detergent,AMA1-RON2 inh
CCOc1cc(S(=O)(=O)NCCCN2CCOCC2)ccc1F,-8%,-9%,21%,5,-18%,1%,0%
Cc1nnc2sc(-c3cccc4ccccc34)nn12,2%,0%,-3%,54,0%,-9%,-14%
Cc1cc(C(=O)OCC(=O)N(C)c2ccccc2)c2ccccc2n1,.,-2%,41%,-20,.,.,-7%
CCn1c(O)c(/C=N/NC(=O)c2ccncc2)c(=O)n(CC)c1=S,-36%,-9%,-15%,?,4%,-15%,64%[activator]
CCN(CC)CCNC(=O)c1cc2c(-c3ccc(Cl)cc3)nn(C)c2s1,-9%,?,112%[activator],-33,11%,?,-4%
CSc1nnc(-c2ccc(Cl)cc2Cl)o1,11%,-5%,-10%,5,-4%,0%,0%
CC(OC(=O)C1=Cc2ccccc2OC1)C(=O)NCC1CCCO1 (stereo not given),.,?,.,114,.,.,51%[activator]
CCOc1cc(/C=N/NC(=O)c2ccncc2)ccc1OS(C)(=O)=O,0%,-1%,-12%,-29,-4%,?,-6%
COCCOC(=O)C1=C(C)NC(=O)NC1c1c(F)cccc1Cl (stereo not given),-1%,-4%,-4%,26,0%,-8%,-6%
COC(=O)C1=C(C)N(c2ccc(Cl)cc2)/C(=C/c2cccs2)C1=O,4%,-1%,-15%,?,3%,?,2%
NC(=O)C1CCN(S(=O)(=O)c2cc3c4c(c2)CCN4C(=O)CC3)CC1,-8%,3%,-13%,-28,.,?,-6%
CCCCn1nnc(NC(=S)NC(=O)c2cccs2)n1,?,-4%,-17%,105,-9%,0%,26%
CCCCNc1c(-c2cccc(-c3cc(C(C)=O)cs3)c2)nc2cc(C)ccn12,-9%,2%,53%,92,.,-2%,9%
Cc1cc2ncn(/N=C/c3ccc(-c4ccccc4)o3)c2cc1C,-1%,1%,21%,12,0%,6%,-17%
O=[N+]([O-])c1cccc(S(=O)(=O)NCCCn2ccnc2)c1,-8%,3%,-7%,-14,-5%,-10%,-3%
Cc1cc(-c2nnc(-c3ccccc3)c(-c3ccccc3)n2)c(C)o1,6.3µM*,4%,12%,-65*,0%,-9%,34%[activator]
O=C(COC(=O)CC1CCCC1)Nc1ccc(OC(F)F)cc1,6%,-6%,-24%,16,-12%,-12%,-12%
CCOC(=O)Cc1nnc(NC(=O)CSc2nnc3c4ccccc4n(C(C)C)c3n2)s1,-8%,0%,106%[activator],22,-5%,?,-3%
